AHR act – human AHR activation; AID 2796; AHR-responsive luciferase reporter cells, luminescence; 320,000 tested, 2.5% active; activation, % at 5 µM; in the data active = activation above about 47%;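 also: 0% = vehicle wells and 100% = reference agonist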
Target sequence (P35869 whole entry, looked up): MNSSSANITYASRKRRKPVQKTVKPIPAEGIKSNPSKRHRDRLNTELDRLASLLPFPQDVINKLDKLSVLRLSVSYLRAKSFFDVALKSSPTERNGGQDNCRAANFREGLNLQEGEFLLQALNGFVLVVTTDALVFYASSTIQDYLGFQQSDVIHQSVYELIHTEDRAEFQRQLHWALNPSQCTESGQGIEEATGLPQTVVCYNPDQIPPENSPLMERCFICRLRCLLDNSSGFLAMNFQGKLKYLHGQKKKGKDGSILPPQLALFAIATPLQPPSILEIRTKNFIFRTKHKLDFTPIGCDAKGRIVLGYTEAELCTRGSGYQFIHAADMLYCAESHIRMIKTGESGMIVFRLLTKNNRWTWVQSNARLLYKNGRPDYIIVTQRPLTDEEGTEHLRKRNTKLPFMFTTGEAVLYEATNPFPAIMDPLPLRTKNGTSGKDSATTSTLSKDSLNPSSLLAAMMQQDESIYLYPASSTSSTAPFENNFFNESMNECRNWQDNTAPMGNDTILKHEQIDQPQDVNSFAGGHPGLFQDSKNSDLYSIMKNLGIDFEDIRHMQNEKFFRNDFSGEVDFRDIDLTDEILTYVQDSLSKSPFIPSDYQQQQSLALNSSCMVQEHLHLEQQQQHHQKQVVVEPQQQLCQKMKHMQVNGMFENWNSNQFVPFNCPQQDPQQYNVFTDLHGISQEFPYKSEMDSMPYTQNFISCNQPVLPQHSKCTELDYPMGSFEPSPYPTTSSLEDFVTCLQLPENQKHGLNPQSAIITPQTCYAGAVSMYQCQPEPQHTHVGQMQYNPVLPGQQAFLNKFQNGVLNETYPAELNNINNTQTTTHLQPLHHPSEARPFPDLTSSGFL
AGP1 TOR yeast – modulators of TOR pathway AGP1-GFP in S. cerevisiae; S. cerevisiae AGP1-GFP multiplex flow cytometry, 3 h; GFP as percent of DMSO wells; GFP response vs DMSO, % at 10 µM; 320,000 tested, 0.02% active; AID 2066;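 active = GFP response relative to DMSO above a set limit, near screen average plus 3 SD, cut at about 150% in these data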;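 also: median GFP channel fluorescence of the gated AGP1 strain per well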
RPL19A TOR yeast – modulators of TOR pathway RPL19A-GFP in S. cerevisiae | S. cerevisiae RPL19A-GFP strain, flow cytometry, 3 h; hits give low values | percent response vs DMSO, % at 10 µM | 330,000 tested, 0.3% active | AID 2025;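 active = percent response vs DMSO below 50%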;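 also: median channel GFP fluorescence of the barcoded RPL19A-GFP strain; ratio of sample median GFP to plate DMSO average so 100% = DMSO; lower means less RPL19A-GFP as with rapamycin TOR inhibition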
proCasp7 act – activates human procaspase-7, counter-screen for procaspase-3 activators; P55210; recombinant procaspase-7, Ac-DEVD-pNA absorbance 405 nm; D23A/D198A/D206A triple mutant, cannot self-cleave; scale: DMSO 0, 5 µM enzyme 100; activation, % at 8.5 µM; 330,000 tested, 0.093% active; AID 463210;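 active = percent activation above the screen-wide mean plus 3 SD, cut at about 25% in these data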
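Assay system: Uncleavable procaspase-7 mutant enzyme | Input: 2 µM procaspase-7 mutant as dispensed | Timing: 1 h compound preincubation, 2 h substrate cleavage, 25 °C | Repeats: One well per compound | Control set: DMSO wells as 0%, DMSO with 5 µM added PC-7 as 100% | Technique: Epi-absorbance of released pNA at 405 nm, two timepoints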
MEP2-GFP yeast – alters MEP2-GFP fluorescence in TOR pathway yeast screen; 330,000 tested, 0.51% active; GFP response vs DMSO, % at 10 µM; S. cerevisiae MEP2-GFP strain, flow cytometry GFP, 3 h; 100% = DMSO control level;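 active = GFP response versus DMSO above a set limit, roughly screen mean plus 3 SD, cut at about 180% in these data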;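 also: median GFP fluorescence of the barcode-gated MEP2-GFP cells per well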
CIT2-GFP yeast – yeast TOR pathway CIT2-GFP modulation; S. cerevisiae CIT2-GFP strain, flow cytometry, 3 h; 100 means same as DMSO wells; GFP response vs DMSO, % at 10 µM; 320,000 tested, 0.065% active;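 active = GFP response relative to DMSO above a set limit, near the screen mean plus 3 SD, cut at about 150% in these data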;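 also: ratio of well median GFP fluorescence to mean of DMSO wells on the plate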
LAP4 TOR yeast – alters LAP4-GFP fluorescence in TOR pathway yeast screen | GFP response vs DMSO, % at 10 µM | 320,000 tested, 0.34% active | S. cerevisiae LAP4-GFP multiplex, flow cytometry GFP, 3 h; median GFP as percent of DMSO wells;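 active = GFP response vs DMSO above a set limit, about the screen mean plus 3 SD, cut at about 150% in these data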
procasp3 activ – procaspase-3 (human) activation; activation, % at 8.5 µM; recombinant procaspase-3 D3A, Ac-DEVD-pNA absorbance 405 nm; P42574; 330,000 tested, 0.11% active; AID 463141;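 active = activation above the mean of all tested compounds plus 3 SD, cut at about 21% in these data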;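 also: 0% = DMSO alone and 100% = DMSO wells spiked with extra 5 µM PC-3 D3A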
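material = Procaspase-3 D3A mutant | probe or stimulus = Ac-DEVD-pNA | compound = single dose, 8.5 µM nominal compound, 0.8% DMSO | timing = 1 h preincubation, 2 h reaction | measured by = 405 nm absorbance of p-nitroaniline, reads at 0 and 120 min | benchmarks = DMSO-only low control, 5 µM PC-3 D3A high control | repeats = singlicate, each compound tested once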
An asterisk follows results filed as active; · = no result given; + = active, no number; [ ] = another dose, or the depositor's remark.

SMILES	AHR act	AGP1 TOR yeast	RPL19A TOR yeast	proCasp7 act	MEP2-GFP yeast	CIT2-GFP yeast	LAP4 TOR yeast	procasp3 activ
Cn1c(=O)c2c(nc(NCCc3ccccc3)n2CC(=O)NCCc2ccccc2)n(C)c1=O	0	·	94	1	93	95	99	-3
CCCN(C(=O)COc1ccc(C(C)=O)cc1OC)C1CCS(=O)(=O)C1 (configuration not stated)	-1	97	93	-3	98	92	95	-1
Cc1cc(C)n2nc(C(=O)N3CCCC(CNS(=O)(=O)c4cccs4)C3)cc2n1 (configuration not stated)	1	100	97	6	91	94	114	4
O=C(Cn1cnc2ccccc21)Nc1cccc(S(=O)(=O)N2CCCC2)c1	-4	104	104	0	103	96	107	1
NC(=O)CCC1NC(=S)N(Cc2ccccc2)C1=O (configuration not stated)	0	102	105	-8	105	98	91	1
O=C(NCC1(c2ccccc2)CCCC1)c1cccc(Br)c1	14	94	91	4	95	90	94	2
Cc1c(C(=O)N2CCCC2)c(S(=O)(=O)Nc2ccccc2)c(C)n1C	0	99	103	1	109	112	90	17
COc1ccc(CN2CCCC(C(=O)N3CCCCC3)C2)cc1 (configuration not stated)	-1	90	81	-5	91	84	·	3
COc1cccc(-c2nnc(SCC(=O)Nc3ccc(OC)c(OC)c3)n2N)c1	1	95	99	0	109	98	106	-7
O=C(CN1C(=O)NC(Cc2ccccc2)C1=O)Nc1ccc(OC(F)(F)F)cc1 (configuration not stated)	2	97	96	-3	96	94	95	-4
Cc1cc(C(=O)N/N=C/c2ccc(-c3ccc(C)c(Cl)c3)o2)n[nH]1	13	96	96	-4	99	86	109	-15
C=CCNC(=S)NNC(=O)COc1c(Cl)cc(Cl)cc1Cl	-1	93	95	-19	93	91	88	-4
CCC(=O)N(Cc1ccc(C)cc1)Cc1cc2cc3c(cc2[nH]c1=O)OCO3	17	114	111	-3	113	103	109	-9
O=C(NC1CCCC1)c1c[nH]c2ccc(F)cc2c1=O	14	106	99	-5	99	103	91	1
CC1(C)Oc2ccc3ccc(=O)oc3c2[C@@H](O)[C@H]1O	0	94	94	-2	91	92	97	4
Cc1ccnc(NC(=O)/C=C/c2cccs2)c1	7	96	96	-4	99	99	102	-2
O=C(CSc1nc(C(F)(F)F)cc(=O)[nH]1)NCc1ccc2c(c1)OCO2	-1	90	88	-2	92	82	90	8
O=C(Nc1ccnn1C1CCN(Cc2ccccc2OC(F)F)CC1)c1cccnc1	3	102	100	-6	94	101	91	6
Cc1ccc(NC(=O)CSCC(=O)N2CCCc3ccccc32)cc1	2	108	99	0	96	83	108	20
CCCc1cc(=O)n2[nH]c(NC(=O)c3ccco3)nc2n1	-1	103	104	6	102	101	99	3
CC(C)NC(=O)CN1CCC(c2ccccc2)C(O)C1 (configuration not stated)	-3	100	106	3	97	101	92	7
O=C(NNC(=S)NC(=O)c1cccnc1)c1ccc(Cl)cc1	-2	108	102	-14	110	112	96	-3
O=C(CN1C(=O)S/C(=C\c2ccccc2Cl)C1=O)NC1C=CS(=O)(=O)C1 (configuration not stated)	1	96	98	-1	102	101	92	3
Cc1nc(C(F)(F)F)c(C(=O)NC(=O)Nc2ccccc2)s1	11	99	99	4	99	91	98	8
Cc1ccc(S(=O)(=O)CCc2nc3ccccc3[nH]2)cc1C	3	97	96	12	109	79	120	1
C[C@H]1CCC(=O)N([C@H](COc2ccccc2)Cc2ccccc2)CC1	3	90	103	-2	92	87	113	4
COc1ccc(C(=O)NC(NC(=O)c2ccc(OC)c(OC)c2)c2ccccc2F)cc1OC	-6	100	104	-5	101	105	94	8
CCCCCCOc1ccc(/C(C)=N/NC2=NCCN2)cc1	4	96	98	2	102	87	111	4
Cn1c(=O)n(CCc2ccccc2)c(=O)c2c1nc1n2CCN1Cc1ccco1	66*	100	94	3	101	90	99	2
O=C1OCCN1CC(=O)N1CCc2c([nH]c3ccccc23)C1c1ccccn1 (configuration not stated)	4	97	96	8	97	102	96	-8
Cc1ccn2c(NC(=O)c3cccs3)c(-c3ccccc3)nc2c1	22	107	103	-4	106	104	98	5
CCn1c(SCC(=O)Nc2cc(C(C)(C)C)nn2-c2ccccc2)nnc1-c1cccs1	4	106	118	-2	111	109	97	15
CC(NC(=O)c1ccccc1[N+](=O)[O-])C1CC2CCC1C2 (configuration not stated)	-3	90	95	7	96	95	101	1
CCN1CCN(c2ccc(NC(=O)c3cccc4ncccc34)cc2)CC1	6	101	103	7	98	·	96	6
COc1ccc(NC(=O)NCCN2CCN(c3cc(OC)ccc3OC)CC2)cc1	-1	106	99	-2	105	102	96	3
COc1ccc(/C=C2\Oc3cc(OC(=O)N4CCOCC4)ccc3C2=O)cc1	2	·	102	-3	102	·	·	-14
COC(=O)CC(NS(=O)(=O)c1cccs1)c1ccccc1Cl (configuration not stated)	-5	88	89	0	91	92	87	5
CCCCn1c(SCC(=O)N2CCC(C)CC2)nc2ccsc2c1=O	0	98	98	8	100	98	97	2
COc1cc(-c2nc3cnccn3c2Nc2ccc(C(C)C)cc2)ccc1O	3	94	95	1	99	98	84	15
NS(=O)(=O)c1ccc(-c2ccc(/C=C3\SC(=S)N(C4CCS(=O)(=O)C4)C3=O)o2)cc1 (configuration not stated)	1	100	106	-39	106	102	97	-23
O=C1Nc2cc(S(=O)(=O)N3CCCC3)ccc2N2CCCC12 (configuration not stated)	0	103	100	-1	101	105	102	-6
COc1ccc(-c2ccc(CCC(=O)O)n2-c2ccccc2O)cc1	14	107	101	-1	107	113	105	5
Cc1cc(NS(=O)(=O)c2ccc(NC(=O)CCCC(=O)O)cc2)nc(C)n1	1	93	99	6	99	87	93	-7
Cn1c(N)c(C(=O)COC(=O)Cc2cccs2)c(=O)n(C)c1=O	2	99	99	15	94	101	93	2
CCOc1ccc(NC(=O)CN(C)C(=O)c2cc3c(s2)CCC(C)C3)cc1OCC (configuration not stated)	3	95	95	7	88	94	93	8

Given with values under each structure: 4 of the compounds above
Order of results – AHR act	AGP1 TOR yeast	RPL19A TOR yeast	proCasp7 act	MEP2-GFP yeast	CIT2-GFP yeast	LAP4 TOR yeast	procasp3 activ
CC(NC(=O)c1ccccc1[N+](=O)[O-])C1CC2CCC1C2 (configuration not stated)
  -3	90	95	7	96	95	101	1
CCN1CCN(c2ccc(NC(=O)c3cccc4ncccc34)cc2)CC1
  6	101	103	7	98	·	96	6
COc1ccc(NC(=O)NCCN2CCN(c3cc(OC)ccc3OC)CC2)cc1
  -1	106	99	-2	105	102	96	3
COc1ccc(/C=C2\Oc3cc(OC(=O)N4CCOCC4)ccc3C2=O)cc1
  2	·	102	-3	102	·	·	-14

The results go on:
SMILES	AHR act	AGP1 TOR yeast	RPL19A TOR yeast	proCasp7 act	MEP2-GFP yeast	CIT2-GFP yeast	LAP4 TOR yeast	procasp3 activ
Cc1ccc(C(=O)NNC(=O)CCCCC(=O)NNC(=O)c2ccc(C)cc2)cc1	-1	95	100	-9	95	102	83	-6
CCN1/C(=C/C=C/c2oc3ccc4ccccc4c3[n+]2CC)Oc2ccc3ccccc3c21	1	·	392[may fluoresce green]	-20	+[may fluoresce green]	+[may fluoresce green]	+[may fluoresce green]	-4
N#Cc1nc(-c2cccc3ccccc23)oc1NCCN1CCCCC1	19	93	98	6	96	·	99	8
O=C(NC(=S)NCc1ccccc1)c1cccnc1	12	97	96	-9	106	·	97	-2
COc1ccccc1C1=NC(c2ccc(C)cc2)N=C1C (configuration not stated)	0	98	101	-6	106	98	113	9
COc1ccc(Cl)cc1NC(=O)CSc1nc(N2CCOCC2)nc(N2CCOCC2)n1	-1	101	100	-6	92	97	86	1
COc1ccccc1NC(=O)Nc1nc(CC(=O)NCc2cccnc2)cs1	38	101	97	8	93	103	99	-2
Cc1ccc(-c2nnc(COC(=O)c3cc(=O)[nH]c4ccccc34)o2)cc1	3	99	102	-1	94	98	92	7
COc1ccc(NC(=O)NCc2ccc3c(c2)OCO3)c(OC)c1	2	97	96	3	106	106	95	2
O=S(=O)(NC1CCCCCCC1)c1ccccc1	-1	102	103	8	104	103	98	3
COc1ccc(NC(=O)Cn2nc(C(F)(F)F)c3c2CCCC3)c(OC)c1	9	102	100	4	107	91	97	-6
COc1ccc(C(=O)O)cc1S(=O)(=O)Nc1ccccc1C(=O)NCc1ccc2c(c1)OCO2	0	99	94	13	95	96	92	-2
CC1CN(c2nc3ccccc3nc2NS(=O)(=O)c2ccccc2)CC(C)O1 (configuration not stated)	3	103	100	9	101	97	102	2
CC(=O)Nc1nc2ccccc2n1Cc1ccccc1	-4	95	96	6	95	98	91	-2
CCOc1ccccc1NC1=C(Cl)C(=O)N(Cc2ccccc2)C1=O	18	95	97	2	96	97	102	-15
O=C(NCCCCNC(=O)c1ccc(Br)s1)c1ccc(Br)s1	2	98	98	1	99	94	90	2
O=C(O)CC(c1ccccc1F)N1Cc2ccccc2C1=O (configuration not stated)	2	110	107	-9	138	109	112	0
Cc1ccc(C)c(-n2[nH]c3c4c(ccc3c2=O)C(=O)c2ccccc2C4=O)c1	1	98	99	-9	101	97	95	5
CCN(CC)CC#CC(C)OCOCC#CCOC (configuration not stated)	1	96	95	-4	101	103	95	12
O=C(N/N=C/c1cccs1)c1[nH]ncc1Br	·	93	117	·	110	88	80	·
CC(C)(C)c1ccc(N/N=C(\C#N)S(=O)(=O)C(C)(C)C)cc1	3	·	93	-5	95	95	98	-4
O=C(NCC1CCCO1)C1CCCCN1S(=O)(=O)c1ccc(F)cc1 (configuration not stated)	0	100	94	2	102	91	·	3
Cc1cc(C(=O)NCc2cccs2)no1	-4	99	104	-1	86	97	88	-2
CC1=C(C(=O)OCc2ccccc2)C(c2ccccc2OS(=O)(=O)c2ccccc2[N+](=O)[O-])NC(=O)N1CCCC(=O)O (configuration not stated)	5	73	94	2	95	67	126	-1
Cn1c(=O)cc(SCC(=O)NCC2CCCO2)c2ccccc21 (configuration not stated)	1	100	99	-4	102	89	101	6
COc1ccc(-c2noc(CCC(=O)N3CCC(C)CC3)n2)cc1	-2	100	101	-8	100	·	96	6
CCOc1ccccc1C1CC(=O)NC(SCC(=O)Nc2nccs2)=C1C#N (configuration not stated)	5	96	98	15	100	97	93	10
CN(C)C(CNC(=O)CSC(=S)N1CCCC1)c1ccccc1 (configuration not stated)	-1	101	98	11	103	98	101	3
CCCCN(CC)CCNC(=O)CCC(=O)Nc1ccc2nc(N3CCN(C)CC3)cc(C)c2c1	5	94	95	11	99	86	106	10
CCOc1ccccc1NC(=O)C1CCCN(S(=O)(=O)c2ccc(-n3cnnn3)cc2)C1 (configuration not stated)	0	98	95	0	97	95	96	-8
Brc1ccc(C2=Nc3ccccc3C(c3ccncc3)=NN2)cc1	8	100	97	1	97	89	117	-1
CC(C)(C)NC(=O)CSc1nc(Cc2ccccc2)nc2ccccc12	1	98	99	2	94	96	96	3
CC(C)=CCN1CCN(Cc2cn(C(C)C)c3ccccc23)CC1CCO (configuration not stated)	10	103	108	0	107	99	95	-1
CC(=O)c1ccc(NC(=O)c2sc3nc4n(c(=O)c3c2C)CCCCC4)cc1	7	97	99	10	102	94	102	8

Assay outcomes deposited in PubChem by several laboratories.
